EWS-Fli inh – EWS/Fli transcriptional activity inhibition. A673 NR0B1-luciferase reporter, viability-normalised. inhibition, % at 12.6 µM. 350,000 tested, 0.67% active;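 active = mean inhibition of at least 50% after viability correction, with every replicate also passing that limit; inconclusive = mean reaches 50% but only one of two replicates passes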;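 note: firefly luciferase signal divided by Alamar Blue viability fluorescence both relative to DMSO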
PGC1a acetyl inh – modulators of PGC1a acetylation. U2OS PGC1a acetylation, AlphaScreen anti-acetyl-lysine; with virally co-expressed GCN5 acetyltransferase. inhibition, % at 15.6 µM. 350,000 tested, 0.17% active;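 active = every replicate shows inhibition of at least 40%; inconclusive = mean inhibition at least 40% but some replicate below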;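 note: 0% = neutral control wells and 100% = positive control wells; some results beyond the cut were filed as inactive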
FN deposit inh – fibronectin deposition inhibition. AID 743247. 350,000 tested, 0.086% active. AH1F fibroblasts, Alexa488-fibronectin deposition fluorescence, overnight. inhibition, % at 12.6 µM;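 active = mean inhibition across replicates of 30% or more, regardless of how many single replicates reach that level; inconclusive = mean under 30% yet at least half of replicates reach 30%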;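 note: positive control wells lacked labelled fibronectin entirely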
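Material: AH1F fibroblasts assembling fluorescent fibronectin matrix; amount: 10000 AH1F cells/well; medium: DMEM, 2% serum; reagent: Alexa488-fibronectin, 24 nM final in well; dosing: single compound dose, delivered by pin transfer; incubation: 1 h adhesion, overnight exposure; detection: fluorescence after three HBSS washes, excitation 485 nm, emission 525 nm; measure: fibronectin deposition inhibition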
miR-122 sensor – blocks miR-122 activity in Huh7 sensor cells | Huh7 miR-122 Renilla luciferase sensor, 48 h; neutral wells = 0, positive control = 100 | activation (reporter increase), % at 12.5 µM | 340,000 tested, 0.3% active | AID 602342;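 active = mean replicate activation score at least 90 and every replicate individually at or above 90; inconclusive = only one of the two criteria met; inactive = neither criterion met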;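 note: higher luciferase means less miR-122 activity so hits act as miR-122 inhibitors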
CASP6 VEID inh – blocks human caspase-6 cleavage activity | 350,000 tested, 0.53% active | purified caspase-6, Z-VEID-R110 cleavage fluorescence | P55212 | inhibition, % at 12.5 µM | AID 686996;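 active = mean inhibition across replicates at least about 35%, with every replicate also reaching that limit, limit read from the data; inconclusive = only one of the two criteria met; inactive = neither criterion met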;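 note: 0% = median of neutral control wells and 100% = no fluorescence left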
Target sequence (P55212 24-179 limits assumed): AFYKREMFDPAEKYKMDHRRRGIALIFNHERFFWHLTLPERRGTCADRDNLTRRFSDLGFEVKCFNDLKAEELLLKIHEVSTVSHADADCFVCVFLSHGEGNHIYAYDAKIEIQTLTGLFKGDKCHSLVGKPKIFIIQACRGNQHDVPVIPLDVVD
Target sequence (P55212 194-293 limits assumed): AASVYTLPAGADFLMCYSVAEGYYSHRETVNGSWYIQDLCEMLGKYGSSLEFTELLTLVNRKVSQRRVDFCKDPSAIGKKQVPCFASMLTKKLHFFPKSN
LGR2 antag – inhibitors of bursicon-induced Drosophila LGR2 receptor cAMP signaling | HEK293 LGR2, CRE-luciferase, bursicon-stimulated, 4 h | inhibition, % at 9.99 µM | 380,000 tested, 0.35% active | AID 720647;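 active = drop in luminescence signal, shown as inhibition above about 50% in the replicate tests, limit read from the data, passing the limit was not always enough; inconclusive = probably only some replicates passing the limit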;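 note: agonist challenge used bursicon conditioned medium at about half maximal strength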
Cneo AK release – Cryptococcus neoformans lysis via adenylate kinase release. C. neoformans lysis, adenylate kinase release luminescence, 4 h; normalised: neutral wells 0, clomiphene wells 100. lysis activity, % at 15 µM. 360,000 tested, 0.2% active. AID 651654;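 active = mean lysis activity across replicates of at least 80%, whatever share of replicates individually reach that level; inactive = mean lysis activity below 80%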
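Schedule: static 4 h at 37 °C with compound, 1 h detection; system: C. neoformans cells; benchmarks: Clomiphene as positive control; buffer or medium: fresh YPD medium; measure: luminescence rise reflecting yeast cell lysis; measured by: luminescent adenylate kinase detection reagent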
PAX8 reporter – PAX8 transcriptional activity inhibition; RMG-I TPO-luciferase reporter, SteadyGlo, 24 h; inhibition, % at 12.6 µM; 360,000 tested, 1.2% active;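 active = mean replicate inhibition at least 60% with every replicate also reaching 60%; inconclusive = only one of the two criteria is met; inactive = mean below 60% and not all replicates reaching 60%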;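 note: luciferase light reporting Pax8 driven TPO promoter activity; plate controls were median of neutral control wells for no effect and mitoxantrone controls for full effect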
An asterisk follows results filed as active; ? = inconclusive; . = not tested or not shown; & = joins results of further samples; [ ] = another dose, or the depositor's remark. Compounds were not picked by outcome. About 2.5% of those tested had a hit in this group.

SMILES	EWS-Fli inh	PGC1a acetyl inh	FN deposit inh	miR-122 sensor	CASP6 VEID inh	LGR2 antag	Cneo AK release	PAX8 reporter
Cc1cccc(-c2nc(CN3CCCC(C(=O)NC4CCC(C)CC4)C3)c(C)o2)c1 (stereo unspecified)	.	10	-9	-20	.	.	1	23
COc1ccc(S(=O)(=O)Nc2ccc3c(c2)C(=O)N([C@H](C)CO)C[C@@H](C)[C@H](CN(C)C(=O)NC2CCCCC2)O3)cc1	-6	0	3	2[16.7 µM]	0	-8	-1	.
COCC(=O)Nc1ccc2c(c1)[C@@H]1C[C@H](CC(=O)NCc3cccc(F)c3)O[C@H](CO)[C@@H]1O2	-2	-4	11	1[16.7 µM]	4	8	-6	0
CCN(CC(=O)Nc1cc(Cl)ccc1C)C(=O)C1CC1	-4	5	12	4	2	-11	0	-13
CC1=CCC[C@H]2[C@H](C1)C(=O)C[C@@H](C)[C@]2(C)CC/C(=C/CO)CO	4	-7	.	3	-3	-2	-1	.
Cc1ccc(OC(=O)c2ccccc2)cc1C	8	7	.	-5	-3	2	7	-5
O=C(CSCc1ccc(Cl)cc1)Nc1ccc(O)cc1C(=O)O	2	11	3	-4	15	9	2	13
N#Cc1nc(-c2ccccc2)oc1NCC1CCCO1 (stereo unspecified)	0	.	12	.	1	.	.	-25
CSCCC(C(=O)NC(C)(C)C)n1c(-c2ccc3c(c2)OCO3)nc2ccccc21 (stereo unspecified)	-49	.	-11	.	0	-34	.	-2
C[C@@H]1CN([C@H](C)CO)C(=O)c2cc(NC(=O)CCCCCC(=O)Nc3ccccc3N)ccc2O[C@H]1CN(C)S(=O)(=O)c1ccc(Cl)cc1	52*	?	-9	-5[16.7 µM]	-1	6	1	.
COc1ccc(NC(=O)Nc2ccc3c(c2)C(=O)N([C@@H](C)CO)C[C@H](C)[C@@H](CN(C)S(=O)(=O)c2ccc(Cl)cc2)O3)cc1	2	-2	.	-6[16.7 µM]	-3	-10	0	.
CN1C(=O)c2cc(NC(=O)C3CCOCC3)ccc2OC[C@@H]2O[C@@H](CC(=O)O)CC[C@@H]21	-3	4	4	6[16.7 µM]	7	11	1	9
O=C(Cc1ccccc1)Nn1c(-c2ccccc2F)nc2ccccc2c1=O	1	2	-2	0	0	-10	0	28
O=S(=O)(c1ccccc1)N1CCN=C1SCc1cccc(Cl)c1	-1	.	-3	.	4	-4	.	1
CN1c2ccsc2C(O)=C(C(=S)Nc2ccc(F)c(Cl)c2)S1(=O)=O	.	1	-10	10	.	.	-6	.
C[C@H](CO)N1C[C@H](C)[C@@H](CN(C)CC2CC2)Oc2c(NC(=O)c3ccncc3)cccc2C1=O	-3	8	.	5[16.7 µM]	2	.	2	7
CC(=O)c1c(C)[nH]c(C(=O)Nc2cccc(S(=O)(=O)N(C)c3ccccc3)c2)c1C	2	-7	3	.	-4	-20	.	19
CC(C)Cn1c(SCC(=O)c2ccc(Cl)s2)nnc1-c1ccco1	.	-13	.	0	.	.	7	16
CS(=O)(=O)Nc1ccc2c(c1)[C@H]1C[C@H](CC(=O)NCC3CC3)O[C@H](CO)[C@H]1O2	-5	0	.	8[16.7 µM]	1	3	-3	-6
CCCCN(C)CCCNC(=O)CS(=O)Cc1nc(-c2ccc(OC)c(OC)c2)oc1C (stereo unspecified)	.	-5	-8	-1	.	.	-1	2
COc1ccc(Nc2nccc(-c3ccc(C#N)cc3)n2)cc1	-20	.	1	.	4	4	0	3
Cc1ccccc1-c1nnc(SCCC(=O)N2CCOCC2)o1	-5	.	.	.	-2	-1	.	-51
COc1ccc(S(=O)(=O)NC2(C(F)(F)F)NC(=O)N(CCc3ccc(OC)c(OC)c3)C2=O)cc1 (stereo unspecified)	4	.	5	.	-5	-1	3	-3
Cn1c(C(=O)NCC2CCCO2)cc2c(=O)[nH]c3ccccc3c21 (stereo unspecified)	.	-1	-2	-3	.	.	-1	-6
COC(=O)[C@]12CCCCC=C1N(Cc1ccc(Cl)cc1Cl)C(=O)[C@H](CC(=O)NCCc1ccccc1OC)C2	-1	.	11	.	-3	11	.	21
COc1ccccc1NC(=O)c1sc2ncn(Cc3ccc(C)cc3)c(=O)c2c1C	.	4	.	1	.	8	-2	.
C[C@H]1CN([C@@H](C)CO)C(=O)CCCn2cc(nn2)CO[C@H]1CN(C)Cc1ccc2c(c1)OCO2	-1	31	-8	2[16.7 µM]	.	2	.	.
COC(=O)/C(=C\Nc1ccc(Cl)cc1Cl)NC(=O)c1ccc(OC)cc1	53*	-19	0	3	-2	9	-4	17
COc1cccc2sc3ccc(NCc4ccc5c(c4)OCO5)cc3c(=O)c12	-17	13	-12	-3	0	-25	2	-4
C[C@H](CO)N1C[C@H](C)[C@@H](CN(C)S(=O)(=O)c2ccc(F)cc2)Oc2ccc(NC(=O)CCCN(C)C)cc2CC1=O	-3	1	3	-7[16.7 µM]	-28	-9	-8	-10
Cc1ccc(S(=O)(=O)Nc2ccc3c(c2)C(=O)N([C@@H](C)CO)C[C@H](C)[C@H](CN(C)S(=O)(=O)c2cccs2)O3)cc1	4	2	.	27[16.7 µM]	0	-10	-5	.
N#Cc1ccc(-c2ccc([C@@H]3[C@H]4CN(C(=O)C5CCCC5)CC(=O)N4[C@H]3CO)cc2)cc1	6	0	1	.	0	-3	.	10
COc1ccc(C(=O)OCc2cc(=O)n3c(C)csc3n2)cc1F	-17	-4	-8	-11	-1	-61	-1	-95
COc1cc2c(c(OC)c1OC)-c1ccc(N(C)CC(OC)OC)c(=O)cc1[C@@H](NC(C)=O)CC2	60*	.	-11	.	-2	-12	.	99*
CN1CCN(C(=O)CCCN2C(=O)/C(=C/c3ccccc3)SC2=S)CC1	-27	21	5	4	-13	19	1	8
COC(=O)C1=C(C)N(Cc2cccc(C(F)(F)F)c2)C(=NCc2cc(OC)c(OC)c(OC)c2)NC1c1ccc(Cl)cc1 (stereo unspecified)	8	.	5	.	-2	40	.	54
CN(CC(=O)Nc1ccccc1Br)C(=O)c1ccncc1	-9	0	2	-1	-112	-13	-2	-1
CCCCc1nc(Cl)c(CO)n1Cc1ccc(-c2ccccc2-c2nn[nH]n2)cc1	-2	0	1	1	-2	-13	1	-14
C[C@@H]1CN([C@H](C)CO)C(=O)c2cc(-c3ccc(C#N)cc3)cnc2O[C@H]1CN(C)C(=O)Nc1ccccc1	-1	-2	.	-8[16.7 µM]	0	-6	-4	.
C[C@@H]1CN([C@H](C)CO)C(=O)c2cc(C#CCN(C)C)cnc2O[C@H]1CN(C)C(=O)c1cnccn1	-8	2	.	1[16.7 µM]	-1	6	-4	-2
CCCSC1=C(C#N)C(c2cccnc2)C(C(=O)OCC)=C(c2ccccc2)N1 (stereo unspecified)	.	-15	.	-5	.	-11	0	.
CCOC(=O)c1c(C)[nH]c(-c2csc(C)n2)c1C	-37	-9	-5	.	0	-12	.	-56
O=C(C[C@H]1CC[C@@H]2[C@H](COC[C@@H](O)CN2Cc2cccc(F)c2)O1)NCc1cccc(F)c1	18	-5	-13	-2[16.7 µM]	-1	0	-4	0
Cc1nc(N2CCN(C(=O)c3ccco3)CC2)nc2c1C(=O)CC(C)C2 (stereo unspecified)	.	-15	16	-1	1	-18	-1	-9
Cc1noc(C)c1S(=O)(=O)Nc1ccc2c(c1)C(=O)N([C@H](C)CO)C[C@H](C)[C@H](CN(C)Cc1ccc3c(c1)OCO3)OCCCC[C@@H](C)O2	-9	-10	.	13[16.7 µM]	-2	-1	4	-53
COc1ccc([C@H]2CC(=O)C[C@@H](CCn3cc(-c4cccnc4)nn3)O2)cc1	-6	.	-2	.	-40	-8	.	-11
CCOC(=O)CSc1nc2ccccc2c(=O)n1CCC(=O)NCCc1ccc(OC)c(OC)c1	.	-7	-5	0	.	.	2	-2
CN1C(=O)c2cc(NC(=O)c3cccs3)ccc2OC[C@@H]2O[C@H](CC(=O)NCCN3CCCCC3)CC[C@H]21	7	3	1	17[16.7 µM]	-2	-22	-5	0
CN(C(=O)c1cccc(NC(=O)Cc2ccc(NC(=O)C3CCCN(S(=O)(=O)c4cccc([N+](=O)[O-])c4)C3)cc2)c1)C1CCCC1 (stereo unspecified)	8	.	4	.	-4	3	-2	4
COc1cc(Nc2ccc(C(=O)O)cc2[N+](=O)[O-])cc(OC)c1	-7	.	9	.	-1	?	.	0
Further compounds.
SMILES	EWS-Fli inh	PGC1a acetyl inh	FN deposit inh	miR-122 sensor	CASP6 VEID inh	LGR2 antag	Cneo AK release	PAX8 reporter
O=c1[nH]c2ccc(S(=O)(=O)Nc3ccc(-c4nnc5n4CCCCC5)cc3)cc2o1	.	-2	5	2	.	.	-3	8
O=C(CCC(=O)Nc1ccc(Cl)cc1Cl)NNC(=O)Nc1ccccc1	16	9	1	-5	-1	-3	.	14
CCOC(=O)c1cnc(SCc2nc(N)nc(Nc3ccc(C)cc3)n2)nc1N	.	-25	.	-2	.	-39	-3	.
C[C@H]1CN([C@@H](C)CO)C(=O)c2cc(NC(=O)c3ccncc3)ccc2O[C@H]1CN(C)Cc1ccccc1	2	.	.	-1[16.7 µM]	1	2	4	5
COc1cc2c(cc1OC)-c1cc(Nc3ccccc3C)nc(=O)n1CC2	8	8	20	-16	1	-45	-2	6
Cc1ccc(NC(=O)/C(=C/c2cccc(Br)c2)NC(=O)c2ccco2)cc1	.	4	-1	57	.	8	.	2
COc1ccc(S(=O)(=O)Nc2ccc3c(c2)C(=O)N([C@@H](C)CO)C[C@H](C)[C@@H](CN(C)C(=O)Nc2c(C)noc2C)OCCCC[C@H](C)O3)cc1	-14	4	-14	3[16.7 µM]	-1	-23	3	-7
CCCNC(=O)N(C)C[C@H]1Oc2ncc(C#CC(C)C)cc2C(=O)N([C@@H](C)CO)C[C@H]1C	-1	4	-12	-9[16.7 µM]	.	-10	-2	-8
O=C1CCc2cc(NS(=O)(=O)c3ccc(Cl)cc3)cc3c2N1CC3	-13	.	13	.	2	-5	.	-2
Cc1nc(C)c(-c2nnc(-c3ccccc3Cl)o2)cc1C(=O)NN	-5	-1	-9	.	-2	-7	.	5
CCC(=O)N1[C@H](CO)[C@H](c2ccccc2)[C@@H]1CN(CC)C(=O)c1ccccc1	-3	13	.	-36[16.7 µM]	.	19	-1	-7
COC(=O)C1=C(C)NC(C)=C(C(=O)OC)C1C(=O)OC(C)C(=O)c1ccccc1 (stereo unspecified)	0&-1	-2	0	0	1&0	2&-3	0	5&2
COc1ccc(Nc2nnc(Cc3ccccc3)c(=O)[nH]2)c(OC)c1	.	8	0	0	.	.	0	8
O=C(COC(=O)/C=C/c1ccc(S(=O)(=O)N2CCCCCC2)cc1)NCc1ccccc1Cl	-6	.	-3	.	2	-1	.	-3
COC(=O)c1cn(-c2nc(C)c3c(n2)CCC3)nn1	2	-3	-7	-2	6	6	3	-1
O=C(O)C1=C[C@H](c2ccc(C(F)(F)F)cc2)C[C@H](OCCCCO)O1	-3&-10	-4	3	-1	1	-7	-2&5	4&-23
C[C@@H]1CCCCO[C@@H](CN(C)C(=O)Cc2ccccc2)[C@H](C)CN([C@H](C)CO)C(=O)c2cc(NS(=O)(=O)c3ccc(F)cc3)ccc2O1	9	-5	.	-15[16.7 µM]	.	3	-24	3
